Assay outcomes (PubChem BioAssay)
PPARg SRC3 recr – promotes SRC-3 coactivator recruitment by human PPARgamma | P37231 | biochemical PPARgamma/SRC-3 coactivator recruitment assay | activation, % at 8 µM | 200,000 compounds, 0.26% hits | AID 731; in the data active = activation above about 23%;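 note: 0% = DMSO and 100% = reference agonist; some compounds past the cut are filed as inactive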
Target sequence (P37231 whole entry, looked up): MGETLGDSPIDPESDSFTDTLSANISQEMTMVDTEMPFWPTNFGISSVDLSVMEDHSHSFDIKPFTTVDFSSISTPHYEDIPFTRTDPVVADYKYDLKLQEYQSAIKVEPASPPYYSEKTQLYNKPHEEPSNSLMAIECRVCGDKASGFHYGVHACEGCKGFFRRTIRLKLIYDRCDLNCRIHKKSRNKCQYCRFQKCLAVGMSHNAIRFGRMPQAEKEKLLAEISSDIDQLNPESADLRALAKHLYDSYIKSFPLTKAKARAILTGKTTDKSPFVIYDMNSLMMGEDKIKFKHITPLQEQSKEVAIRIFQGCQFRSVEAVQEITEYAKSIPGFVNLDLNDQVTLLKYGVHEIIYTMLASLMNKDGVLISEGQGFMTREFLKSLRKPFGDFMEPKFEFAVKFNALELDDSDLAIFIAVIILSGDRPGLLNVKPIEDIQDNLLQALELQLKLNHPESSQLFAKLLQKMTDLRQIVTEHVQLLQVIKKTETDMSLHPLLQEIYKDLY
S1P3 antag – S1P3 (human) receptor antagonism; 170,000 compounds, 0.27% hits; inhibition, % at 4.98 µM; Q99500; AID 485; CHO S1P3 NFAT-BLA reporter, FRET fluorescence, antagonist mode;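 active = inhibition above the plate cutoff, the mean inhibition of test wells on that plate plus 3 SD, cut at about 28% in these data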;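 note: cells challenged with S1P at its EC80 of 0.8 µM; blue over green emission ratio from cleaved BLA substrate after 4 h stimulation; 0% = S1P-stimulated wells and 100% = unstimulated DMSO-only wells; some compounds past the cut are filed as inactive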
Target sequence (Q99500 whole entry, looked up): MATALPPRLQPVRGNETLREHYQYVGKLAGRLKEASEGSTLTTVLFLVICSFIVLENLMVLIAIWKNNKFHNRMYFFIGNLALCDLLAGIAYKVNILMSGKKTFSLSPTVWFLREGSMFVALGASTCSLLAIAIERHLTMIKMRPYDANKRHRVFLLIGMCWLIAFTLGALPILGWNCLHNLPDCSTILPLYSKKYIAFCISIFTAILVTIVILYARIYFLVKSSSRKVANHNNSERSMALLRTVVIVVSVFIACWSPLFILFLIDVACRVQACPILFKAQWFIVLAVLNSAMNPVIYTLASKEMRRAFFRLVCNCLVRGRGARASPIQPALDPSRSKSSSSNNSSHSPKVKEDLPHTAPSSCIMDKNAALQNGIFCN
SRC2 TRFRET art – flags TR-FRET format artefacts in PPARgamma SRC-2 recruitment agonist screen; TR-FRET ratio at 8 µM; TR-FRET artefact counter-screen; stronger effect = higher value; AID 1049; 200,000 compounds, 0.4% hits; in the data active = TR-FRET ratio above about 2000; note: inactives centre near 1500
L major viab – inhibitors of Leishmania major promastigote growth; Leishmania major promastigotes, resazurin fluorescence viability; inhibition, % at 10 µM; 200,000 compounds, 9% hits; in the data active = inhibition above about 50%;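 note: promastigotes grown with compound for 44 hours at 28 °C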
Redox H2O2 prof – compounds producing H2O2 with reducing agent – biochemical, NIH compound library profiling, artefact control for MLSCN library redox annotation, primary screen. DTT-dependent redox cycling H2O2, phenol red/HRP absorbance; 100% = 100 µM peroxide control, 0% = buffer. activation, % at 10 µM. 200,000 compounds, 0.03% hits. AID 878;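 active = activation of at least 50% relative to the plate's high and low controls in the primary single-dose screen; inactive = activation below 50%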;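 note: compound incubated with DTT at 0.8 mM final as the reducing agent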
PPARg SRC1 recr – agonists of human PPARgamma SRC-1 coactivator recruitment | P37231 | PPARgamma-SRC-1 coactivator recruitment biochemical assay | activation, % at 8 µM | 200,000 compounds, 0.41% hits | AID 631; in the data active = activation above about 19%;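 note: 0% = DMSO and 100% = reference agonist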
ROMK mod – modulators of human ROMK potassium channel; 130,000 compounds, 2% hits; Tet-inducible ROMK, thallium flux fluorescence; actives lie on both sides; AID 1918; B-score at 10 µM;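 active = signal ratio slope over the read window, or its plate-corrected B-score, at least 3 SD from the plate mean, either direction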;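 note: B-score of the F/F0 ratio slope over 7 to 12 s after thallium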
PPARg SRC-2 ag – agonists of SRC-2 recruitment by human PPARgamma. activation, % at 8 µM. P37231. PPARgamma LBD-SRC-2 recruitment, biochemical. 200,000 compounds, 0.34% hits; in the data active = activation above about 22%;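 note: 0% = vehicle and 100% = reference agonist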
HMGR II inh – blocks class II HMG-CoA reductase of Enterococcus faecalis | purified E. faecalis HMGR, NADPH absorbance 340 nm kinetic | inhibition, % at 10 µM | 190,000 compounds, 0.41% hits;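 active = inhibition above a set limit, the median over all tested compounds plus 3 SD, cut at about 9.5% in these data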;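 note: enzyme runs in reverse so mevalonate oxidation gives rising NADPH absorbance; 0% = complete reaction with DMSO and 100% = background rate lacking mevalonate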
bIAP inhibitor – blocks bovine intestinal alkaline phosphatase activity. inhibition, % at 20 µM. purified bovine IAP, CDP-star luminescence, 30 min. 190,000 tested, under 10 active;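 active = over 50% inhibition of intestinal alkaline phosphatase at 20 µM in the single-dose screen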
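test system = bovine IAP enzyme | medium = DEA buffer 100 mM, pH 9.8, with MgCl2 1.0 mM, ZnCl2 0.02 mM | detection = luminescence | dosing = single compound dose of 20 µM, 2% DMSO final | incubation = 30 min reaction at room temperature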
RAM inhibit – yeast RAM network inhibition | 190,000 compounds, 1.8% hits | AID 868 | inhibition, % at 50 µM | S. cerevisiae dse1pr::URA3 reporter, 5-FOA growth OD615, 2 d; analog-sensitive cbk1-as2 kinase mutant strain;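 active = inhibition above a set limit, 3 SD over mean compound inhibition, cut at about 8.4% in these data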;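 note: 0% = DMSO-only wells with no growth and 100% = 10 µM 1-NA-PP1 full growth; inhibition rescues growth on 5-FOA so higher OD means more RAM inhibition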
* marks the source's active call; other numbers are inactive results.

Screening O=C1CNC(=S)N1CCCn1ccnc1 returned PPARg SRC3 recr 4, S1P3 antag -10, SRC2 TRFRET art 1506, L major viab -10, Redox H2O2 prof -0.6, PPARg SRC1 recr 5, ROMK mod 0.62, PPARg SRC-2 ag -3, HMGR II inh -3, bIAP inhibitor -1 and RAM inhibit 2.7.
`COc1ccc(CCC(=O)Nc2c(C)n(C)n(-c3ccccc3)c2=O)cc1` gave PPARg SRC3 recr -2, S1P3 antag -8, SRC2 TRFRET art 1618, L major viab 1, Redox H2O2 prof -0.4, PPARg SRC1 recr 3, ROMK mod -0.84, PPARg SRC-2 ag -4, HMGR II inh -4, bIAP inhibitor 12 and RAM inhibit -0.2.
COc1cc(Br)c(C2C(C#N)=C(N)Oc3n[nH]c(-c4cccnc4)c32)cc1OC (stereo not drawn) was read as PPARg SRC3 recr 1, S1P3 antag -8, SRC2 TRFRET art 1523, L major viab -2, Redox H2O2 prof 0.6, PPARg SRC1 recr 4, ROMK mod 0.74, PPARg SRC-2 ag -3, HMGR II inh 0, bIAP inhibitor -3 and RAM inhibit 3.5.
For COCCn1c(SCC(=O)Nc2cc(Cl)ccc2OC)nc2c(c1=O)SC(C)C2 (stereo not drawn) the results were PPARg SRC3 recr 1, S1P3 antag 11, SRC2 TRFRET art 1539, L major viab 13, Redox H2O2 prof -0.4, PPARg SRC1 recr 3, PPARg SRC-2 ag 8, HMGR II inh -13, bIAP inhibitor 7 and RAM inhibit -1.3.
`CCOC(=O)C1=C(C)Nc2ccccc2N=C1NC(=O)Cc1ccc(Br)cc1` gave PPARg SRC3 recr 1, S1P3 antag 10, SRC2 TRFRET art 1548, L major viab -3, Redox H2O2 prof -0.1, PPARg SRC1 recr 2, PPARg SRC-2 ag 7, HMGR II inh -6, bIAP inhibitor 7 and RAM inhibit 4.0.
Screening CC1=NN(c2ccc(N)cc2)C(=O)C1 returned PPARg SRC3 recr -12, SRC2 TRFRET art 1288, L major viab -3, Redox H2O2 prof 0.3, PPARg SRC1 recr 4, ROMK mod 0.064, PPARg SRC-2 ag -5, HMGR II inh -1, bIAP inhibitor 9 and RAM inhibit 2.3.
Screening Cc1cccc[n+]1CC(=O)/C=C1\N(C)c2ccccc2C1(C)C returned PPARg SRC3 recr 3, S1P3 antag 4, SRC2 TRFRET art 1464, L major viab 84*, Redox H2O2 prof 0.4, PPARg SRC1 recr 4, PPARg SRC-2 ag 1, HMGR II inh 5, bIAP inhibitor 36 and RAM inhibit 1.7.
For Cc1nnc(NC(=O)CSc2nnc(Cc3ccccc3)n2-c2ccccc2)s1 the results were PPARg SRC3 recr 4, S1P3 antag -20, SRC2 TRFRET art 1477, L major viab -9, Redox H2O2 prof 1.2, PPARg SRC1 recr 4, PPARg SRC-2 ag 17, HMGR II inh -4, bIAP inhibitor -1 and RAM inhibit 3.6.
`Cc1cccc(NC(=O)c2cc(NC(=O)c3ccco3)ccc2Cl)n1` gave PPARg SRC3 recr 4, S1P3 antag -23, SRC2 TRFRET art 1471, L major viab 85*, Redox H2O2 prof 0.8, PPARg SRC1 recr -9, PPARg SRC-2 ag 6, HMGR II inh -1, bIAP inhibitor 5 and RAM inhibit 1.8.
CC12CN3CCN(CC(C3)C1(O)CN1CCOCC1)C2 (stereo not drawn) was read as PPARg SRC3 recr -5, S1P3 antag -6, SRC2 TRFRET art 1322, L major viab 2, Redox H2O2 prof 0.0, PPARg SRC1 recr -8, ROMK mod 1.2, PPARg SRC-2 ag -4, HMGR II inh -10, bIAP inhibitor 13 and RAM inhibit 1.7.
For Cc1cc(C)cc(C(=O)NN2CCOCC2)c1 the results were PPARg SRC3 recr 3, S1P3 antag 3, SRC2 TRFRET art 1604, L major viab 47, Redox H2O2 prof 0.1, PPARg SRC1 recr -1, PPARg SRC-2 ag 7, HMGR II inh -4, bIAP inhibitor -5 and RAM inhibit -0.8.
For CCCCn1c(NCc2ccncc2)nc2ccccc21 the results were PPARg SRC3 recr 6, S1P3 antag -27, SRC2 TRFRET art 1646, L major viab 11, Redox H2O2 prof -1.4, PPARg SRC1 recr 1, ROMK mod -0.44, PPARg SRC-2 ag 11, HMGR II inh -7, bIAP inhibitor -1 and RAM inhibit -1.0.
For CC(c1ccco1)N(C(=O)Nc1ccc(Cl)cc1)c1ccccn1 (stereo not drawn) the results were PPARg SRC3 recr 14, S1P3 antag -18, SRC2 TRFRET art 1584, L major viab -3, Redox H2O2 prof 1.0, PPARg SRC1 recr 2, PPARg SRC-2 ag -2, HMGR II inh 0, bIAP inhibitor 6 and RAM inhibit -0.4.
O=C(Cn1nnc(-c2ccccc2)n1)NCc1cccs1 was read as PPARg SRC3 recr -2, S1P3 antag -31, SRC2 TRFRET art 1471, L major viab -10, Redox H2O2 prof -0.9, PPARg SRC1 recr 2, PPARg SRC-2 ag 5, HMGR II inh 3, bIAP inhibitor 11 and RAM inhibit 1.0.
Screening CCOc1ccc(N2C(=O)CC(N3CCN(C(=O)c4ccco4)CC3)C2=O)cc1 (stereo not drawn) returned PPARg SRC3 recr -4, S1P3 antag 5, SRC2 TRFRET art 1605, L major viab -7, Redox H2O2 prof 2.1, PPARg SRC1 recr 15, ROMK mod 1.2, PPARg SRC-2 ag 4, HMGR II inh -3, bIAP inhibitor -9 and RAM inhibit 3.5.
For C=CCSC(=S)NC1CCS(=O)(=O)C1 (stereo not drawn) the results were PPARg SRC3 recr 1, S1P3 antag 2, SRC2 TRFRET art 1414, L major viab 93*, Redox H2O2 prof -0.1, PPARg SRC1 recr 0, ROMK mod 0.53, PPARg SRC-2 ag 1, HMGR II inh -5, bIAP inhibitor -7 and RAM inhibit -0.3.
Screening NC(=O)CSc1nnc(-c2cc(-c3ccc(Cl)cc3)nc3ccccc23)o1 returned PPARg SRC3 recr -3, S1P3 antag 3, SRC2 TRFRET art 1359, L major viab 4, Redox H2O2 prof 0.1, PPARg SRC1 recr 5, ROMK mod 0.0094, PPARg SRC-2 ag 2, HMGR II inh -2, bIAP inhibitor 7 and RAM inhibit 0.5.
`Cc1cc(Nc2ccc(C)c(C)c2)n2nc(C)nc2n1` gave PPARg SRC3 recr 2, S1P3 antag -14, SRC2 TRFRET art 1639, L major viab -3, Redox H2O2 prof -0.4, PPARg SRC1 recr 6, PPARg SRC-2 ag 7, HMGR II inh -1, bIAP inhibitor -16 and RAM inhibit 0.7.
`CCCc1nnc(NC(=O)CN2CCN(C)CC2)s1` gave PPARg SRC3 recr -7, SRC2 TRFRET art 1485, L major viab 3, Redox H2O2 prof 0.3, PPARg SRC1 recr 0, ROMK mod 1.2, PPARg SRC-2 ag -4, HMGR II inh -6, bIAP inhibitor 10 and RAM inhibit 1.1.
CC(C(=O)Nc1ccc(OCc2ccccc2)cc1)N1CCCC1 (stereo not drawn) was read as PPARg SRC3 recr -1, S1P3 antag -11, SRC2 TRFRET art 1715, L major viab 19, Redox H2O2 prof -1.4, PPARg SRC1 recr 10, ROMK mod -1.8, PPARg SRC-2 ag 4, HMGR II inh 1, bIAP inhibitor -4 and RAM inhibit 0.8.

The list goes on (three carried over from the part before).
`Cc1cc(Nc2ccc(C)c(C)c2)n2nc(C)nc2n1` gave PPARg SRC3 recr 2, S1P3 antag -14, SRC2 TRFRET art 1639, L major viab -3, Redox H2O2 prof -0.4, PPARg SRC1 recr 6, PPARg SRC-2 ag 7, HMGR II inh -1, bIAP inhibitor -16 and RAM inhibit 0.7.
`CCCc1nnc(NC(=O)CN2CCN(C)CC2)s1` gave PPARg SRC3 recr -7, SRC2 TRFRET art 1485, L major viab 3, Redox H2O2 prof 0.3, PPARg SRC1 recr 0, ROMK mod 1.2, PPARg SRC-2 ag -4, HMGR II inh -6, bIAP inhibitor 10 and RAM inhibit 1.1.
CC(C(=O)Nc1ccc(OCc2ccccc2)cc1)N1CCCC1 (stereo not drawn) was read as PPARg SRC3 recr -1, S1P3 antag -11, SRC2 TRFRET art 1715, L major viab 19, Redox H2O2 prof -1.4, PPARg SRC1 recr 10, ROMK mod -1.8, PPARg SRC-2 ag 4, HMGR II inh 1, bIAP inhibitor -4 and RAM inhibit 0.8.
CN(C)c1ccc(/C=N/N2C(=N)N(c3ccccc3)C(=S)C2=Nc2ccccc2)cc1 was read as PPARg SRC3 recr 18, SRC2 TRFRET art 1624, L major viab 1, Redox H2O2 prof 1.1, PPARg SRC1 recr 2, ROMK mod -0.37 and PPARg SRC-2 ag 19.
`Cc1ccccc1N1CCN(c2ccc(NC(=O)C3CCCCC3C(=O)O)cc2)CC1` (stereo not drawn) gave PPARg SRC3 recr 3, S1P3 antag -13, SRC2 TRFRET art 1663, L major viab -4, Redox H2O2 prof -0.6, PPARg SRC1 recr 2, ROMK mod 0.69, PPARg SRC-2 ag 13, HMGR II inh -3, bIAP inhibitor 5 and RAM inhibit 3.6.
Screening COC(=O)c1cccc(NC(=O)CCNC(=O)c2ccc([N+](=O)[O-])cc2)c1 returned PPARg SRC3 recr 5, S1P3 antag -11, SRC2 TRFRET art 1392, L major viab 11, Redox H2O2 prof -0.3, PPARg SRC1 recr -2, ROMK mod -0.043, PPARg SRC-2 ag -8, HMGR II inh -2, bIAP inhibitor 15 and RAM inhibit 1.5.
`Oc1ccc(N2CCN(C(c3cccnc3)c3nnnn3Cc3ccccc3)CC2)cc1` (stereo not drawn) gave PPARg SRC3 recr -1, S1P3 antag 8, SRC2 TRFRET art 1522, L major viab 65*, Redox H2O2 prof 0.5, PPARg SRC1 recr 0, ROMK mod 0.026, PPARg SRC-2 ag -3, HMGR II inh -1, bIAP inhibitor 4 and RAM inhibit 1.9.
Screening COc1ccc(C(=O)CSc2nc3ccccc3n2CC(=O)c2ccccc2)cc1 returned PPARg SRC3 recr -3, SRC2 TRFRET art 1642, L major viab 22, Redox H2O2 prof -4.1, PPARg SRC1 recr 0, PPARg SRC-2 ag 1, HMGR II inh -4, bIAP inhibitor 8 and RAM inhibit 1.6.
Screening CCOC(=O)C1=C(C)NC(=O)NC1c1ccc(OC)c(CN2CCOCC2)c1 (stereo not drawn) returned PPARg SRC3 recr -1, S1P3 antag 2, SRC2 TRFRET art 1568, L major viab -4, Redox H2O2 prof 0.4, PPARg SRC1 recr 0, PPARg SRC-2 ag 11, HMGR II inh -9, bIAP inhibitor -9 and RAM inhibit 0.6.
For CCCc1nc2ccc(NC(=O)c3ccco3)cc2c(=O)n1Cc1ccccc1Cl the results were PPARg SRC3 recr -3, SRC2 TRFRET art 1629, L major viab 12, Redox H2O2 prof 1.4, PPARg SRC1 recr 2, ROMK mod -0.011, PPARg SRC-2 ag 7, HMGR II inh -6, bIAP inhibitor 9 and RAM inhibit 6.8.

Compounds as they come. Share with any hit: about 13%.
